LANA DNA inh: KSHV C-LANA DNA binding inhibition; MBP-C-LANA/FAM-LBS DNA binding, fluorescence polarization; inhibition, % at 9 µM; actives 0.078% (n = 340,000);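 active = highest replicate inhibition at or above 60% at 9 µM, even if other replicates fall short; inactive = all replicates below 60% inhibition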;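 also: 0% = neutral control wells and 100% = 4 µM acridine orange control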
PfHsp90 set2: reduces growth (ATP signal) of yeast expressing P. falciparum Hsp90 | S. cerevisiae expressing PfHsp90, BacTiter-Glo ATP, 48 h; yeast lacking PDR1 and PDR3 efflux regulators | inhibition, % at 9.4 µM | actives 0.32% (n = 310,000) | AID 504621;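 active = every replicate shows inhibition above about 80%, whatever the replicate mean, limit read from the data; inconclusive = mean inhibition reaches the set limit but some replicate falls short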;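 also: 0% = DMSO neutral controls and 100% = 20 µM radicicol positive controls; yeast relying on Plasmodium falciparum Hsp90 in place of its own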
Mot1-301 SUMO: inhibitors of SUMOylation pathway: yeast Mot1-301 growth rescue; actives 1% (n = 320,000); S. cerevisiae Mot1-301 growth rescue, ATP luminescence, 38.5C; percent above DMSO median, 100 means doubled; growth rescue, % at 18.8 µM;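 active = every valid replicate shows activation above 250% relative to neutral control wells; inactive = the rest, any valid replicate at or below 250%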;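 also: OY570 slx delta 5 strain wells were the positive control but not used for scaling; some compounds called inactive have numbers as strong as hits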
Rtt109 HAT inh: C. albicans Rtt109 histone acetyltransferase inhibition; Q5AAJ8; purified Rtt109/Vps75, ThioGlo CoA-SH fluorescence, 4 h; inhibition, % at 34.9 µM; actives 0.16% (n = 330,000);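 active = inhibition of at least 50% in every replicate; inconclusive = best replicate reaches 50% inhibition but some replicates fall short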
RTF Ca sens inh: cardiac RTF calcium desensitization; P19429+P45379; AID 493244; IANBD-labeled cardiac RTF, Ca2+ fluorescence; inhibition, % at 7.15 µM; actives 0.12% (n = 340,000);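 active = inhibition above the mean inhibition of all tested compounds plus 3 SD, cut at about 17% in these data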;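 also: assay run at fixed EC70 calcium of 1.6 mM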
Keap1-Nrf2 PPI: inhibitors of human Keap1-Nrf2 protein-protein interaction; AID 504523; Q14145; inhibition, % at 9.4 µM; Keap1 Kelch-Nrf2 peptide fluorescence polarization, 1536-well; actives 0.15% (n = 340,000); in the data active = inhibition above about 12%; inconclusive = no clear call, values can overlap the other calls; inactive = below about 7.3%;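 also: human Keap1 Kelch domain with fluorescein labeled Nrf2 9mer peptide probe; 0% = neutral control wells and 100% = peptide positive control; higher means more block of Keap1 binding to Nrf2 peptide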
NSD2 inh: inhibitors of human histone methyltransferase NSD2 | O96028 | NSD2 peptide methylation, AlphaScreen, 120 min | inhibition, % at 12.5 µM | actives 0.54% (n = 310,000) | AID 743445; in the data active = inhibition above about 50%
dFosB activator: activators of mouse delta FosB homodimer. P13346. purified delta FosB, TAMRA-CDK5 oligo fluorescence polarization; percent of positive-control signal above neutral wells. activation, % at 25 µM. actives 0.99% (n = 340,000);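 active = mean activation above about 17%, with every replicate also reaching it, limit read from the data, passing the limit was not always enough; inconclusive = only one of the two conditions met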;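 also: fluorescence polarization rise as delta FosB binds a TAMRA Cdk5 AP-1 oligo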
Target sequence (P13346 whole entry, looked up): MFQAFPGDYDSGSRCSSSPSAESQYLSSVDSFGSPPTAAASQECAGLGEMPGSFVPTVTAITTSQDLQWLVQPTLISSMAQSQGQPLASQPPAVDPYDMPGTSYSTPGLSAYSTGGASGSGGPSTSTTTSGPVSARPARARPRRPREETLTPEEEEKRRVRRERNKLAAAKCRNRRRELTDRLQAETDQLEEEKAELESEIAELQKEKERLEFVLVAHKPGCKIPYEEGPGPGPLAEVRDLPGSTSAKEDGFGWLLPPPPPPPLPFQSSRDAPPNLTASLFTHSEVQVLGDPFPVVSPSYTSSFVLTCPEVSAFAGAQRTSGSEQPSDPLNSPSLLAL
CDK5 p35 inh: inhibitors of human CDK5/p35 kinase; Q00535+Q15078; Recombinant CDK5/p35, ADP-Glo luminescence, 60 min; inhibition, % at 10 µM; actives 0.01% (n = 330,000);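 active = highest replicate inhibition of at least 50% and at least 75% of replicates reaching 50%; inconclusive = only one of the two criteria met; inactive = both criteria failed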;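 also: plate controls were DMSO neutral control for no effect and GW8510 at 10 µM for full effect; many of its hits are not listed in these tables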
Target sequence (Q00535 whole entry, looked up): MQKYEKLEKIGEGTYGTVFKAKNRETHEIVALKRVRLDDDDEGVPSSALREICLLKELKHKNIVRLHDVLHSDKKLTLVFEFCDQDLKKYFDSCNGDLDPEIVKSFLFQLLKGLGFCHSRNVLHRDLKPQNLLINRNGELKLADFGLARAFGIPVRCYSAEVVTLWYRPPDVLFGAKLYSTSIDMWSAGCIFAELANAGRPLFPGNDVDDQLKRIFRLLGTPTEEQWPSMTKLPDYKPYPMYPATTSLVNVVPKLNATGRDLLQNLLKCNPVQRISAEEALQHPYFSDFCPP
Target sequence (Q15078 whole entry, looked up): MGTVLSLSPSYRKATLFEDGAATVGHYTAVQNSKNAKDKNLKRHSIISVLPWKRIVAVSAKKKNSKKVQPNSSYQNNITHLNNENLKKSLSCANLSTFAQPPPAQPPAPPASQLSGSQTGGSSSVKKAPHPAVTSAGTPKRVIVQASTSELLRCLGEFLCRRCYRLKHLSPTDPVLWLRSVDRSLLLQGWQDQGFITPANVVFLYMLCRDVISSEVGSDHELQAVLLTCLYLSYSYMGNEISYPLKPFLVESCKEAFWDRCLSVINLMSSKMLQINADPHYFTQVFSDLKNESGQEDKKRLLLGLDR
cardiac RTF act: cardiac RTF calcium sensitization; P19429+P45379; IANBD-labeled TnC RTF fluorescence at EC20 calcium; 0% EC20 calcium, 100% full calcium; activation, % at 7.2 µM; actives 0.24% (n = 340,000);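 active = activation above the mean over all tested compounds plus 3 SD, cut at about 30% in these data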;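 also: rise in fluorescence read as greater calcium sensitivity of cardiac thin filaments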
PvdQ acylase: P. aeruginosa PvdQ acylase inhibition | purified PvdQ acylase, fluorescence plate reader | inhibition, % at 10 µM | actives 0.063% (n = 340,000); in the data active = inhibition above about 30%, passing the limit was not always enough; inconclusive = no clear call, values can overlap the other calls;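 also: 0% = vehicle neutral wells and 100% = reference inhibitor wells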
Active calls of the source: *; ? = inconclusive; nt = no result given.

SMILES	LANA DNA inh	PfHsp90 set2	Mot1-301 SUMO	Rtt109 HAT inh	RTF Ca sens inh	Keap1-Nrf2 PPI	NSD2 inh	dFosB activator	CDK5 p35 inh	cardiac RTF act	PvdQ acylase
COc1ccc(NC(=O)N(C)C[C@H]2Oc3ccc(NS(=O)(=O)c4cccs4)cc3C(=O)N([C@H](C)CO)C[C@@H]2C)cc1	-4.0	10	-12	5	-20	4	nt	-9	0.1	-4	-8
CN(C)C(CNC(=O)c1ccc(NC(=O)CC#N)cc1)c1ccccc1 (configuration not stated)	-0.4	-2	7	5	1	-2	-1	8	0.4	3	-5
N#CCCCn1c(=O)oc2ccccc21	-0.2	-22	4	-2	-4	0	-1	4	0.0	0	-1
COc1ccc(C(=O)NC(CCSC)C(=O)NC2CC2)cc1 (configuration not stated)	2.6	-11	-7	-10	-9	-1	-1	-2	-0.9	-3	-13
Cc1c(C(=O)C(=O)N2c3ccc(F)cc3CCC2C)c2ccccc2n1C (configuration not stated)	2.8	16	-18	-2	-3	-1	2	1	0.1	3	-5
COc1ccc(/C=C/C(=O)Oc2ccc(C)c(C)c2)cc1OC	1.1	-1	-13	-3	-2	2	2	-10	0.7	-2	-8
O=S(=O)(Nc1ccc(-n2cccc2)cc1)c1ccccc1	0.5	-125	98	-4	4	0	1	-3	2.2	-4	-3
COc1cccc(C(=O)NNC(=O)c2ccccc2)c1	0.0	0	-6	-1	-12	-8	-5	-5	0.3	-1	-8
CCN(CC)CC(=O)NC12CC3CC(CC(C3)C1)C2	-1.1	nt	20	-4	-5	3	1	5	-1.3	2	1
COc1cc(/C=C/C(=O)OCC(=O)Nc2ccc(S(=O)(=O)N3CCCC3)cc2)ccc1O	1.8	-1	4	19	0	0	-2	-13	1.0	8	6
COc1ccc(C(=O)Nc2nccs2)cc1[N+](=O)[O-]	0.3	-11	-8	8	-23	-4	-1	-5	-3.0	4	7
O=C(Cn1nnc2ccccc2c1=O)Nc1ccc2c(c1)CCC2	1.7	-24	-5	?	-4	-5	-3	-2	0.8	1	2
Cc1ccccc1Cn1c(=N)n(CC(=O)c2ccc([N+](=O)[O-])cc2)c2ccccc21	3.8	0	-11	6	-8	-3	14	13	1.2	-1	-14
COc1cc(N2CCCC2)ccc1[N+](=O)[O-]	0.0	4	-11	3	13	-2	8	-1	-1.5	3	0
Cc1cccc(NC(=O)c2cc(S(=O)(=O)N3CCOCC3)cn2C)c1C	1.1	16	8	-12	-5	-4	nt	-4	-1.0	0	-16
Cc1cc(C)c2oc(-c3ccc(C)c(NC(=S)NC(=O)/C=C/c4ccco4)c3)nc2c1	1.7	nt	-3	-6	0	-6	1	-13	0.9	-1	7
CN(C)c1nc(C#N)nc(N(C)C)n1	-1.2	nt	-18	6	1	-4	-3	5	0.8	-3	-4
Cc1c(C(=O)N2CCN(C)CC2)oc2c1C(=O)CC(C)(C)C2	1.1	7	26	-2	-13	6	1	-5	0.9	0	0
Cn1cccc1/C=C1\SC(=S)N(NC(=O)c2ccc(F)cc2)C1=O	-9.0	-7	16	12	-21	-38	14	7	-0.1	15	6
CCc1ccc(NC(=O)C(=O)NNC(=O)c2cccs2)cc1	-0.3	5	0	0	3	2	4	2	-0.5	-1	2
O=C1CC(c2ccco2)CC(O)=C1C=NCC1NCCc2ccccc21 (configuration not stated)	1.4	-3	3	-6	-13	-1	3	-5	-0.6	2	-16
CCCn1c(SC(C)C(=O)NC2CCCC2)n[nH]c1=O (configuration not stated)	-0.4	nt	nt	-15	-14	-3	2	3	-3.5	6	-12
CCCCC(=O)N1C/C=C\C(c2ccc(OC)cc2)N(Cc2ccc(F)cc2)C(=O)C1 (configuration not stated)	0.7	-1	-5	1	2	-2	nt	8	0.4	-3	-5
CCc1cccc(OCCOC(=O)CNS(=O)(=O)c2ccc(NC(C)=O)cc2)c1	1.0	-11	nt	1	3	2	1	56*	1.4	-8	-6
Cc1ccc(C(=O)N/C(=C\c2sccc2C)C(=O)NCc2ccco2)cc1	-1.4	4	4	10	0	1	-2	2	6.1	5	4
COc1cc(/C=C2/S/C(=N/S(=O)(=O)Cc3ccccc3)NC2=O)c([N+](=O)[O-])cc1OC	0.5	-12	-3	25	-2	3	-184	-4	-1.8	-2	14
CC(C)=CCc1ccc(O)c(=O)cc1C(C)C	1.3	nt	nt	7	2	1	2	-4	-1.9	0	-13
CCCc1nc2c(sc3nc4c(cc32)COC(C)(C)C4)c(=O)n1CCN(CC)CC	-0.1	nt	-3	3	-5	0	-2	-8	-1.6	1	-8
Cn1nc(-c2ccccc2)c2cc([N+](=O)[O-])ccc21	1.1	6	12	1	2	-3	-3	0	0.5	-3	10
CCN(C(=O)COC(=O)C1CCN(S(=O)(=O)c2ccc(C)c(C)c2)CC1)C1CCCCC1	0.3	-2	9	1	-15	-1	2	-10	-0.5	-3	-6
COc1ccc(/C=C2/CSC/C(=C/c3ccc(OC)c(OC)c3)C2=O)cc1OC	3.2	19	nt	12	1	-24	9	1	1.5	-3	9
CSCC[C@H](NC(=O)c1cc2c([nH]c3ccccc32)c(-c2ccccc2)n1)C(=O)O	-0.3	-2	4	-1	-2	-2	5	-16	-0.1	-4	-9
O=C(NCc1ccccc1)c1cccc(COc2cc(Cl)ccc2Cl)c1	2.0	-9	-13	3	8	-1	0	2	-0.4	-2	27
O=C(N/N=C\c1c(O)ccc2ccccc12)c1ccc(S(=O)(=O)N2CCCCC2)cc1	1.5	2	3	-7	-13	-4	-4	-5	-1.8	3	-8
CCN(CC)C(=O)Cn1cc(C(=O)C(=O)N2CCN(Cc3ccc4c(c3)OCO4)CC2)c2ccccc21	0.5	-8	0	8	-2	-3	4	-8	-1.6	2	-8
NC(=O)c1ccc(NC(=O)Cc2ccc(S(=O)(=O)N3CCCCC3)cc2)cc1	1.4	-7	-15	-4	0	0	4	7	0.3	-1	-5
Cc1cc(C(=O)N/N=C/c2cc(Br)ccc2OC(=O)c2ccccc2Cl)n[nH]1	0.8	2	-14	3	3	-1	1	-16	-2.7	-6	-7
Cc1ccc2nc(-c3ccccn3)cc(C(=O)Nc3ccc(S(=O)(=O)N4CCOCC4)cc3)c2c1	0.3	-33	-24	12	-3	-1	-1	-4	-0.1	-3	-1
O=C1/C(=C\c2cccnc2)CCc2ccccc21	0.3	17	235	-19	1	-5	17	0	7.8	1	-8
Cc1cc2n(n1)C(c1sccc1C)Nc1c(C)cccc1-2 (configuration not stated)	1.3	-51	-3	-38	-8	1	1	-9	-0.2	3	7

By substructure: the compounds so far containing a nitro group on carbon.
SMILES	LANA DNA inh	PfHsp90 set2	Mot1-301 SUMO	Rtt109 HAT inh	RTF Ca sens inh	Keap1-Nrf2 PPI	NSD2 inh	dFosB activator	CDK5 p35 inh	cardiac RTF act	PvdQ acylase
COc1ccc(C(=O)Nc2nccs2)cc1[N+](=O)[O-]	0.3	-11	-8	8	-23	-4	-1	-5	-3.0	4	7
Cc1ccccc1Cn1c(=N)n(CC(=O)c2ccc([N+](=O)[O-])cc2)c2ccccc21	3.8	0	-11	6	-8	-3	14	13	1.2	-1	-14
COc1cc(N2CCCC2)ccc1[N+](=O)[O-]	0.0	4	-11	3	13	-2	8	-1	-1.5	3	0
COc1cc(/C=C2/S/C(=N/S(=O)(=O)Cc3ccccc3)NC2=O)c([N+](=O)[O-])cc1OC	0.5	-12	-3	25	-2	3	-184	-4	-1.8	-2	14
Cn1nc(-c2ccccc2)c2cc([N+](=O)[O-])ccc21	1.1	6	12	1	2	-3	-3	0	0.5	-3	10

Continued.
SMILES	LANA DNA inh	PfHsp90 set2	Mot1-301 SUMO	Rtt109 HAT inh	RTF Ca sens inh	Keap1-Nrf2 PPI	NSD2 inh	dFosB activator	CDK5 p35 inh	cardiac RTF act	PvdQ acylase
c1ccc2sc(N3CCCCC3)nc2c1	2.0	nt	nt	-1	-10	2	2	-2	-0.5	-6	6
O=C(C1CCC(=O)N(C2CCCC2)C1)N1CCN(Cc2cccc(F)c2)CC1 (configuration not stated)	0.5	8	-4	4	-1	-4	14	-7	1.8	-6	-11
COc1ccc(N/C=C/C(=O)c2ccc(Cl)cc2)cc1	3.2	1	3	-7	-2	0	-1	1	1.5	0	-6
COc1cc(/C=C/C(=O)OCC(=O)Nc2cc(S(=O)(=O)N(C)C)ccc2Cl)ccc1O	2.7	0	19	-13	-2	0	-4	3	-4.8	-8	-4
Cc1ccc(OCC(=O)Nc2ccncc2)c(C)c1	-0.5	0	29	-1	0	-4	-3	-1	0.8	0	5
O=C(C1CCCO1)N1CCC(c2nc3ccccc3[nH]2)CC1 (configuration not stated)	-1.0	-47	-22	9	2	3	-6	0	-1.6	-3	-4
Cc1ccc(C(C)C)c(OCC(=O)OCC(=O)NC2CCS(=O)(=O)C2)c1 (configuration not stated)	-0.7	nt	13	0	-2	0	0	-3	2.3	3	3
CN(c1cccc(NC(=O)CN(c2cccc(Cl)c2)S(=O)(=O)c2ccccc2)c1)S(C)(=O)=O	0.6	11	-31	3	4	-3	-2	-10	-0.5	2	2
CCN(C(=S)Nc1ccc(Oc2ccccc2)cc1)c1ccccc1	-1.0	1	96	2	-11	-3	-2	-7	-0.2	5	-10
O=C(O)CCn1cc(/C=C\C(=O)c2ccc(Cl)cc2)c(-c2cccc(Br)c2)n1	0.1	-34	-5	30	6	-10	24	-5	0.3	11	-3
C/C(=N/NC(=O)c1ccncc1)c1c[nH]c2ccccc12	-0.6	-9	-27	1	-35	-3	-2	9	-3.1	-1	-13
Cc1c(C(=O)N(C)CCCCN2CCOCC2)oc2c(F)cccc12	-0.9	-9	-2	-5	-6	-5	-1	-9	1.9	0	-11
N#C/C(=C\c1ccccc1Br)C(=O)NC1CC1	-0.2	-56	-14	-3	1	-3	1	-5	0.7	2	-15
O=C(Nc1ccc(OCc2ccccc2)cc1)Nc1ccccc1C(=O)NCCCN1CCOCC1	-0.1	-14	-7	-7	0	-4	2	-12	1.3	2	-12
